# Pol beta inh = qHTS Assay for Inhibitors of DNA Polymerase Beta; P06746; Potency, µM (series often up to 114 µM), for inactives: at the top dose activity change, negative = inhibition, actives largely listed as inhibitors; Pol beta primer extension/strand displacement, fluorescence kinetic; AID 485314, 2010; 340,000 compounds, 1.3% hits; note: potency is the fitted concentration of half-maximal effect; % is set by controls: 0 for no effect and ±100 for the full control effect
#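 Kinetic readout of DNA synthesis with strand displacement by Pol beta. Compound and 10 nM enzyme sit 15 min at room temperature; 50 nM substrate starts the reaction, read immediately and at 10 min.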
# LDHA inh = qHTS assay for inhibitors of human lactate dehydrogenase; L-lactate dehydrogenase A chain (Homo sapiens), P00338; purified LDHA, NADH/diaphorase-resazurin fluorescence; active compounds read low; activity change, % (values are at about 110 or 230 µM); 480,000 compounds, 0.15% hits; AID 1347041, 2019; in the data active = activity change below about -30%; inconclusive = mostly about -25% to -30%;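 note: plate controls were DMSO wells for no effect and wells without enzyme for full effect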
#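 Human LDH5 (2 nM) was incubated with 0.06 mM NADH and 0.2 mM pyruvate for 5 min at room temperature in Tris pH 7.4. Remaining NADH was coupled through diaphorase/resazurin, and resorufin fluorescence was read at 0 and 20 min.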
# APEX1 inh = qHTS Assay for Inhibitors of the Human Apurinic/apyrimidinic Endonuclease 1 (APE1); DNA repair nuclease/redox regulator APEX1 (Homo sapiens), P27695; recombinant APE1, TAMRA/BHQ-2 abasic DNA cleavage fluorescence; Potency, µM (top dose mostly 65.8 µM), without a hit: at the highest dose activity change, negative = inhibition, most hits filed as inhibitors; 350,000 compounds, 0.35% hits;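 note: potency is the fitted concentration of half-maximal effect; plate controls were vehicle for no effect and reference inhibitor for full effect; nearly all actives have a fitted effect of over 55% in size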
#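 Step 1: APE1 (0.75 nM) with compound, 15 min RT. Step 2: add 50 nM fluorophore/quencher THF duplex. Step 3: three fluorescence reads 60 s apart (525/598 nm); read 3 minus read 1 = reaction progress.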
# GRP78 ERSR act = qHTS for Inducers of the Endoplasmic Reticulum Stress Response (ERSR) in Human Glioma: qHTS | AID 602332, 2012 | 420,000 compounds, 0.02% hits | Potency, µM, without a hit: at the highest dose activation, hits mostly activators | U87-MG GRP78 promoter luciferase reporter, 16 h; note: potency is the fitted concentration of half-maximal effect; series mostly up to about 76 µM; % of control where 0% means no effect; nearly all actives have a fitted effect of over 35% in size
#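 Stably transfected U87-MG human glioma cells carrying a GRP78-based luminescent sensor were seeded at 1000 cells/well, pin-dosed with compounds and incubated 16 h. Luciferase reagent was then added, and end-point luminescence was read after 10 min at room temperature.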
# POLK inh = qHTS for Inhibitors of Polymerase Kappa | DNA polymerase kappa (Homo sapiens), Q9UBT6 | purified Pol kappa, fluorescent DNA synthesis assay, 10 min | Potency, µM (doses to about 107 µM), inactives show at the top dose activity, negative = inhibition, actives largely listed as inhibitors | 400,000 compounds, 0.53% hits | AID 588579, 2011; note: potency is the fitted concentration of half-maximal effect; % is set by controls: 0 for no effect and ±100 for the full control effect
# Target sequence (Q9UBT6 whole entry, looked up): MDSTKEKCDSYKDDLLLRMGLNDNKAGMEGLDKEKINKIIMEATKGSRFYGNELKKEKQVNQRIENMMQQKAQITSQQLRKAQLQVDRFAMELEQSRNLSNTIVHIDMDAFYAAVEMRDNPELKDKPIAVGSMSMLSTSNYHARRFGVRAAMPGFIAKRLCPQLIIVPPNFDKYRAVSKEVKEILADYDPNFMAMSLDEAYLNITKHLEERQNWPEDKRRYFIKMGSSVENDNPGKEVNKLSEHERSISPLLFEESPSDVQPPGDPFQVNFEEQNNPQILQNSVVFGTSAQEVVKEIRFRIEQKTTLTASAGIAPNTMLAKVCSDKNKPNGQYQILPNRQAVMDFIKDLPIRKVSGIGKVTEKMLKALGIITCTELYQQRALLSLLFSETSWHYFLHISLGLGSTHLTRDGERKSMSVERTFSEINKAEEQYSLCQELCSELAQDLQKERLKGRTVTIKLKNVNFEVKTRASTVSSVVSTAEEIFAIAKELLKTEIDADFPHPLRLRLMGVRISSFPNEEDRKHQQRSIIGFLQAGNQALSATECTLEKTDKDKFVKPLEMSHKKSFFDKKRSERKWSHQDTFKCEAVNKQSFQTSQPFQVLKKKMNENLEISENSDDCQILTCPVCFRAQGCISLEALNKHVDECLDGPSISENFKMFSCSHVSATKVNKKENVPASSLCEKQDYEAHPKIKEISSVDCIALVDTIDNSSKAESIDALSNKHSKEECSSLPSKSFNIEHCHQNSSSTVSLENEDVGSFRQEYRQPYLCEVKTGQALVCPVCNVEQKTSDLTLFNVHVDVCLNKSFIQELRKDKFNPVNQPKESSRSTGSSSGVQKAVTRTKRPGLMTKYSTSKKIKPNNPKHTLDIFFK
#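 50 nM final substrate added after 15 min RT preincubation of 10 nM Pol kappa with compound; fluorescence read at 0 and 10 min.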
# Pol eta inh = qHTS for Inhibitors of Polymerase Eta; Potency, µM (series often up to 114 µM), inactives show top-dose activity change, negative = inhibition, most hits filed as inhibitors; 390,000 compounds, 1.2% hits; recombinant Pol eta, fluorescent DNA replication assay; AID 588591, 2011; note: potency is the fitted concentration of half-maximal effect; % is set by controls: 0 for no effect and ±100 for the full control effect
#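 Pol eta at 10 nM preincubated with compounds 15 min at room temperature; reaction started with fluorescent substrate (50 nM final) and read kinetically at 0 and 10 min.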
# Apoferritin bind = qHTS Assay for Identification of Novel General Anesthetics | Ferritin light chain (Equus caballus), P02791 | 350,000 compounds, 0.074% hits | Potency, µM (series often up to 77.5 µM), for the others: at the highest dose activity change, negative = displacement, hits mostly inhibitors | apoferritin/1-aminoanthracene competitive binding, fluorescence; note: potency is the fitted concentration of half-maximal effect; % is set by controls: 0 for no effect and ±100 for the full control effect; nearly all actives have a fitted effect of over 20% in size
# Target sequence (P02791 2-175 limits assumed): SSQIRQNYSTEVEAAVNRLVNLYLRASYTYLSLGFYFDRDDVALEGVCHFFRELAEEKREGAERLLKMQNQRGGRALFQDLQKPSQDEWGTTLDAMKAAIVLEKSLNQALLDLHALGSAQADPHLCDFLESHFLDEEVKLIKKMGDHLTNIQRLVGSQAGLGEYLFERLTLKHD
#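 Probe: 1-aminoanthracene (50% saturated, PBS). Protein: horse-spleen apoferritin, 10 uM. Incubation: 10 min, room temperature. Detection: 380 nm excitation, 535 nm emission. Analysis: normalized response, four-parameter Hill.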
# BLM helicase inh = qHTS Assay for Inhibitors of Bloom's syndrome helicase (BLM) | Potency, µM (highest dose often 56.1 µM), for inactives: top-dose activity change, negative = inhibition, actives largely listed as inhibitors | recombinant BLM DNA unwinding, fluorescence dequenching | 350,000 compounds, 0.2% hits | RecQ-like DNA helicase BLM (Homo sapiens), P54132;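 note: potency is the fitted concentration of half-maximal effect; plate controls were vehicle for no effect and no enzyme for full effect; nearly all actives have a fitted effect of over 35% in size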
# Pol iota inh = qHTS for Inhibitors of Polymerase Iota | Pol iota fluorescent replication assay, 10 min | Potency, µM (highest dose often 115 µM), without a hit: top-dose activity, negative = inhibition, actives largely listed as inhibitors | 390,000 compounds, 1% hits | AID 588590, 2011; note: potency is the fitted concentration of half-maximal effect
#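 Fluorescent replication assay read twice, at 0 min and 10 min after adding 50 nM (final) substrate. Enzyme (10 nM) and compounds were first incubated 15 min at room temperature; enzyme-free buffer wells were negative controls.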
# * hit, by the source's call; ? = inconclusive; nt = no result given; [ ] = remark or other dose. Unless noted, calls come from the whole dose curve; as a rule, active = well fitted curve in the direction sought with a large enough effect; inconclusive = small, poorly fitted or top-dose-only effect, or another doubt; inactive = no such curve, though single readings can be large; an effect the other way counts as inactive or inconclusive.
SMILES,Pol beta inh,LDHA inh,APEX1 inh,GRP78 ERSR act,POLK inh,Pol eta inh,Apoferritin bind,BLM helicase inh,Pol iota inh
Cc1[nH]c(=O)[nH]c1CN1CCCCC1,26.4%,nt,?,nt,nt,nt,-6.3%,-1.3%,nt
COc1ccc(CN=C(Nc2ccccc2)SC2CC(=O)N(C)C2=O)cc1 (stereo unspecified),?,1.6,5.6%,-0.3%,-5.6%,-7.5%,1.0%,0.8%,6.7%
Cc1nc2ccccc2c(=O)n1-c1ccc(NC(=O)c2ccccc2[N+](=O)[O-])cc1,34.7%,-1.4,nt,0.7%,1.2%[60.1 µM],0.0%,-12.3%,2.7%,8.8%
O=C(COC(=O)c1cccc(S(=O)(=O)NCc2ccccc2)c1)Nc1ccccc1OC(F)F,?,-3.2,-8.7%,-8.6%,-12.8%,5.1%,?,-0.8%,10.3%
C=CCOn1c(-n2nc(C)cc2C)nc2ccccc2c1=O,-10.1%,-4.6,40.1%,-6.7%,-8.3%,6.5%,-3.8%,-1.4%,17.0%
CCOc1ccc(NC(=O)CSc2ccc(-c3sc(-c4ccccc4)nc3C)nn2)cc1,-19.5%,5.0,nt,-0.3%,-8.6%,-16.0%,8.6%,-6.6%,1.5%
O=c1cc(-c2ccccc2)oc2ccc(O)cc12,-19.8%,-0.4,2.0%,5.2%,-3.0%,-11.7%,-4.3%,-7.8%,7.8%
CCc1nnc(NC(=O)c2ccc(S(=O)(=O)N(CCOC)CCOC)cc2)o1,23.2%,4.4,-6.5%,-2.0%,0.9%,-1.3%,-12.4%,-0.4%,?
O=C(CSc1nc2ccccc2[nH]1)Nc1nc(-c2ccc(Br)cc2)cs1,23.9%,-4.4,-2.8%,0.5%,-17.7%,-7.1%,-7.6%,-1.2%,1.9%
COc1ccc(CCNc2oc(COc3ccccc3)nc2C#N)cc1,9.2%,-5.6,-7.1%,-1.4%,-14.1%,-8.7%,-10.3%,-13.0%,11.3%
COc1cc(OC)cc(C(=O)N(Cc2cc3cc(C)ccc3[nH]c2=O)C(C)C)c1,?,-8.1,-3.9%,3.0%,6.2%,-7.7%,-20.1%,1.5%,9.8%
CC(C)COc1ccc(C(=O)Nc2scc(-c3ccc(Cl)cc3Cl)c2C(N)=O)cc1,36.2%[activator],8.8,-4.0%,-2.4%,-1.2%,-11.7%,-11.4%,-7.3%,-9.4%
Cc1ccc(NC(=O)COC(=O)CSC(=S)N2CCOCC2)cc1,5.7%,1.3,-6.1%,11.9%,0.0%,-10.7%,?,2.9%,20.7%
O=C(COC(=O)C(Cc1ccccc1)NC(=O)c1ccc(Cl)cc1)c1ccc(Cl)cc1 (stereo unspecified),-11.4%,-1.3,-2.3%,6.5%,-6.8%[60.1 µM],-32.1%,-20.0%,-10.5%,29.0%
Cc1ccsc1C(=O)OCC(=O)N(Cc1ccccc1)C(C)C,nt,-9.7,-12.8%,-0.8%,-16.7%,-9.5%,nt,nt,32.8%[activator]
CN(CCO)C(=O)c1ccc(-c2nn(C)c(=O)c3ccccc23)cc1,-4.6%,-7.1,3.8%,-4.0%,-2.4%,9.3%,-9.1%,-1.2%,170.7%[activator]
CCc1nc2c(s1)CCc1onc(-c3ccc(Cl)cc3)c1-2,nt,1.1,-2.4%,-5.0%,-19.9%,-16.5%,nt,nt,7.9%
Fc1ccc(Cc2cn3cc(-c4ccc(Cl)cc4)nc3s2)cc1,1.4%,-1.7,nt,-1.1%,7.5%,-16.5%,0.4%,-1.6%,18.7%
COc1ccc(S(=O)(=O)N2CC=C(C(=O)NC3CCCC3)CC2)cc1,-14.9%,-2.0,-7.2%,-3.7%,-13.7%,-4.2%,-11.0%,-1.4%,7.0%
CCN1CCN(C(=O)C(NS(=O)(=O)c2ccc3nc(C)sc3c2)C(C)C)CC1 (stereo unspecified),2.9%,-1.1,0.3%,-6.3%,-5.2%,-5.8%,1.4%,2.9%,3.4%
NS(=O)(=O)OCC1CCCCC1,9.1%,-2.5,-4.8%,-1.4%,9.3%,-16.3%,?,0.1%,36.5%
C=CC(C1=CC(=O)C(OC)=CC1=O)c1ccc(O)cc1 (stereo unspecified),nt,nt,-0.8%,1.2%,-16.6%[60.1 µM],nt,-5.8%,1.6%,nt
Cc1ccc(S(=O)(=O)N2CCN(C(=O)CCc3nc4ccccc4c(=O)[nH]3)CC2)c(C)c1,nt,-3.0,19.5%,-4.0%,-20.5%,-8.0%,nt,nt,18.2%
CCCCN=C1N/C(=C\c2ccco2)C(=O)N1c1ccccc1,18.0%,2.4,0.4%,-1.0%,-4.0%,-15.1%,?,-24.2%,?
COc1cccc(Cn2c(N)c(C#N)c3nc4ccccc4nc32)c1OC,3.5%,4.7,-4.0%,-6.5%,-9.6%,9.5%,102.7%[activator],-0.9%,?

# Brought forward from above: 4 entries, then new ones.
SMILES,Pol beta inh,LDHA inh,APEX1 inh,GRP78 ERSR act,POLK inh,Pol eta inh,Apoferritin bind,BLM helicase inh,Pol iota inh
C=CC(C1=CC(=O)C(OC)=CC1=O)c1ccc(O)cc1 (stereo unspecified),nt,nt,-0.8%,1.2%,-16.6%[60.1 µM],nt,-5.8%,1.6%,nt
Cc1ccc(S(=O)(=O)N2CCN(C(=O)CCc3nc4ccccc4c(=O)[nH]3)CC2)c(C)c1,nt,-3.0,19.5%,-4.0%,-20.5%,-8.0%,nt,nt,18.2%
CCCCN=C1N/C(=C\c2ccco2)C(=O)N1c1ccccc1,18.0%,2.4,0.4%,-1.0%,-4.0%,-15.1%,?,-24.2%,?
COc1cccc(Cn2c(N)c(C#N)c3nc4ccccc4nc32)c1OC,3.5%,4.7,-4.0%,-6.5%,-9.6%,9.5%,102.7%[activator],-0.9%,?
CCn1cc(C(=O)OCC(=O)N(C)C2CCS(=O)(=O)C2)c(=O)c2ccc(C)nc21 (stereo unspecified),-1.3%,-4.5,-4.0%,2.6%,-0.9%,-7.4%,-11.0%,0.5%,10.6%
CC(=O)c1ccc(NC(=S)Nc2ccc(Br)c(Cl)c2)cc1,17.6%,-3.4,-0.6%,0.8%,-22.4%,-19.3%,?,-6.5%,34.4%[activator]
Fc1cccc(F)c1-c1nc2c(s1)CCc1onc(-c3ccc(Br)cc3)c1-2,nt,-8.0,nt,0.0%,0.0%,4.4%,nt,nt,-3.0%
CCOC(=O)C1=C(C)NC(=O)NC1/C=C/c1ccccc1OC (stereo unspecified),11.4%,-7.1,-6.2%,-1.5%,-14.2%,4.8%,-3.4%,-2.5%,41.1%[activator]
O=C(NCc1ccc(F)cc1)C1CCCN(C(=O)Nc2ccc(F)cc2)C1 (stereo unspecified),30.3%,2.5,22.1%,-3.4%,-17.5%,5.2%,-0.4%,-1.2%,10.4%
O=C(Cc1ccc(Cl)cc1)Nc1cccc(S(=O)(=O)N2CCCCC2)c1,nt,-0.7,-15.2%,-4.3%,-2.2%,-16.3%,nt,nt,?
Cc1ccc(C)c(S(=O)(=O)NCCCN2CCOCC2)c1,-0.4%,-6.6,3.0%,-3.6%,-3.1%,-18.0%,-4.2%,3.2%,11.2%
O=C(N=C1SC2CS(=O)(=O)CC2N1c1ccc(Cl)cc1Cl)C1CC1 (stereo unspecified),45.5%,-4.0,19.9%,0.8%,8.4%,-13.4%,0.7%,-1.6%,-0.9%
O=C(NCC(c1ccc(F)cc1)N1CCOCC1)c1ccc(Br)o1 (stereo unspecified),?,4.1,?,-3.0%,-13.0%,2.8%,-12.6%,-0.7%,?
COc1ccc(-c2nn(-c3ccccc3)cc2C2CC(c3cccs3)=NN2C(=O)CCC(=O)O)cc1 (stereo unspecified),1.5%,-6.1,-2.1%,0.5%,2.8%,-4.1%,-4.8%,-4.5%,-14.8%
Cc1ccc(NC(=O)C2=NNC(=O)CC2)cc1F,19.0%,-6.3,-8.0%,3.0%,-3.3%,0.3%,-4.3%,-6.8%,30.3%[activator]
CCCCCn1c(SC(C)C(C)=O)nc2c1c(=O)[nH]c(=O)n2C (stereo unspecified),3.8%,-9.0,-0.6%,-3.1%,-16.3%,-9.6%,0.1%,3.6%,-8.8%
O=C(CSc1ncccn1)N1CCCCCC1,nt,-1.6,23.6%,1.8%,6.6%,-9.7%,nt,nt,3.1%
Cc1c(CNC2CCCCC2)c(C(=O)O)c(C)n1Cc1ccccc1F,14.7%,-8.4,nt,-2.2%,-5.9%,3.4%,-2.4%,-2.2%,5.9%
CCCc1c(CC)c(=N)c2ccccc2n1C,1.0%,-44.7*,-1.6%,-3.9%,2.7%,-5.2%,-2.3%,26.3%,-7.0%[58.9 µM]
O=C1c2ccccc2S(=O)(=O)N1CC1CC(c2ccc(Cl)cc2)=NO1 (stereo unspecified),5.4%,-1.2,-3.0%,-5.0%,-6.3%,-5.2%,-2.2%,1.8%,18.0%
Cc1cccc(N2CC(C(=O)Nc3ccc(S(=O)(=O)N4CCOCC4)cc3)CC2=O)c1C (stereo unspecified),-22.8%,-11.1,16.6%,-2.1%,-3.4%,7.5%,-6.8%,-5.2%,28.9%
N#Cc1ccc(CN2CCN(C(=O)CC(NC(=O)c3ccccc3)c3ccccc3)CC2)cc1 (stereo unspecified),30.2%,-6.2,61.0%[activator],-2.7%,0.6%,-0.3%,-8.3%,-6.1%,23.3%
Cc1ccc(C(=O)c2cn(Cc3cc(C)ccc3C)c3nc(C)ccc3c2=O)cc1,-0.3%,-6.0,nt,-3.8%,-2.9%,?,?,-7.3%,-16.4%

# An excerpt; rates above refer to the full screens.
